Screening results (PubChem)
RmlCD inh mix: RmlC and RmlD coupled enzyme inhibitors, primary screen, biochemical, 384-well, compound mixtures, retest; inhibition, % at 5.5 µM; AID 1532, 2009; actives 0.39% (n = 110,000); RmlC/RmlD coupled enzyme inhibition, 384-well mixture HTS; in the data active means inhibition above about 30%, passing the limit was not always enough; inconclusive means no clear call, values can overlap the other calls; further: strong numbers were not always called active
RT RNaseH block: HIV-1 RT RNase H inhibitors, primary screen, biochemical, fluorescence. Gag-Pol polyprotein (Human immunodeficiency virus type 1 group M subtype B (isolate …. actives 1.9% (n = 65,000). RT-RNase H RNA/DNA duplex cleavage. inhibition, % at 10 µM. AID 565, 2006; in the data active means inhibition above about 50%
* marks the source's active call; other numbers are inactive results; u = inconclusive; x = no result given; & = joins results of further samples. Only part of the results is shown. The share of hits here may be higher or lower than overall.

SMILES | RmlCD inh mix | RT RNaseH block
CCN1CCN(CCC(=O)Nc2cccc(OC)c2)CC1 | 8.1 | x
CSc1cccc(NC(=O)CSc2ccccc2)c1 | 8.0 | -35.6
COc1cccc(C(=O)NC2CCN(CC(=O)NCc3ccccc3OC)CC2)c1 | -2.8 | 1.5
CC(C)N1OC2CC1c1nc3ccccc3n1C2 (centres undefined) | 8.5 | x
Cc1cc(C)cc(NC(=O)CSc2nnc(-c3ccccc3Br)o2)c1 | 1.8 | -11.9
CC[C@@H](CO)NC(=O)[C@@H]1C=C2c3cccc4c3c(cn4C)C[C@H]2N(C)C1 | 19.0&-16.6 | 2.0
CCOC(=O)c1cnc2ccc(C(=O)OC)cc2c1NCc1ccco1 | 3.8 | -4.2
COc1cc(C=O)ccc1OCc1c(C)noc1C | -5.9 | x
C=C(C)COc1ccc(-c2n[nH]c(C)c2-c2ccccc2)c(O)c1 | -7.2 | 0.4
CCOC(=O)c1cnc(SCC(=O)Nc2nnc(CC)s2)nc1N | -11.9 | -0.4
CCC(C)[C@H](NC(=O)NCc1cccc(OC)c1)C(=O)O (some centres undefined) | 34.2 | -2.2
Cc1ccccc1CSc1nnc(-c2ccccn2)n1N | -8.5 | -4.8
CC(=O)c1c(C)[nH]c(C(=O)OCC(=O)N(C)C)c1C | -5.4 | x
Cc1ccc(S(=O)(=O)NC2=NCN(CCOC(=O)c3ccc([N+](=O)[O-])cc3)CN2)cc1 | -1.9 | x
CC(=O)Nc1ccc(OC(=O)N2CCCCC2)cc1 | -8.6 | -15.5

Next part (3 carried over from the part before).
SMILES | RmlCD inh mix | RT RNaseH block
CC(=O)c1c(C)[nH]c(C(=O)OCC(=O)N(C)C)c1C | -5.4 | x
Cc1ccc(S(=O)(=O)NC2=NCN(CCOC(=O)c3ccc([N+](=O)[O-])cc3)CN2)cc1 | -1.9 | x
CC(=O)Nc1ccc(OC(=O)N2CCCCC2)cc1 | -8.6 | -15.5
Cc1ccc(C(NC(N)=O)c2ccccc2)cc1 (centres undefined) | -14.9 | x
COc1ccc(-c2ccc(N)[n+](CCCC(=O)O)n2)cc1 | -8.8 | x
COCCn1c(C)c(C(=O)O)sc1=S | -7.0 | -9.4
COc1cc2c(c(OC)c1OC)-c1ccc(C(=O)O)cc1[C@@H](NC(C)=O)CC2 | -14.5 | x
O=[N+]([O-])/C(C(Cl)=C(Cl)Cl)=C(\Nc1ccc(F)cc1)n1cncn1 | 2.8 | x
CN(C)C1=C(C#N)C(c2ccccc2)=NP(N(C)C)(N(C)C)=N1 | -5.2 | -4.2
CCc1cc(=O)oc2cc(OCc3nn[nH]n3)ccc12 | -1.3 | -3.9
O=C(CC(NS(=O)(=O)c1ccc(Cl)cc1)c1ccco1)NCc1ccco1 (centres undefined) | x | -4.1
COc1cc(COCC(O)CN2CCOCC2)cc(OC)c1OC (centres undefined) | 3.5 | -11.9
CCOC(=O)C1=C(C)NC(C)=C(C(=O)OCC)C1c1cc(N)ccc1OC(F)F | 9.3 | -4.9
O=C(NCCCN1CCCCC1)c1ccc2c(=O)n(CCc3ccccc3)c(=O)[nH]c2c1 | x | -2.6
Cc1onc(-c2ccccc2Cl)c1C(=O)N1CCN(c2ccccc2)CC1 | -8.5 | -7.8
CC(=O)Nc1cc(-c2nn(C)c(=O)c3ccccc23)ccc1N1CCCCC1 | -17.9 | x
CCOC(=O)Cc1csc(NC(=O)c2ccc(Br)o2)n1 | 7.7 | x
CCCCOc1ccc(-c2nnn(C(C)C(=O)OCC)n2)cc1 (centres undefined) | -13.5 | -0.4
O=C(CC1(O)C(=O)N(Cc2cccc3ccccc23)c2ccccc21)c1cccnc1 (centres undefined) | -8.4 | x
Cc1ccc(-c2nc3cc(N)ccc3o2)cc1 | x | -10.0
O=C(Nc1ccccc1)N1CC=C(c2ccc(F)cc2)CC1 | 28.0 | -9.0
COc1cc(NC(=O)CN(C)S(=O)(=O)c2ccc3c(c2)CCC(=O)N3)cc(OC)c1 | 8.9 | x
COc1ccc(N2CCN(C(=O)c3cc4c(-c5ccc(Cl)cc5)nn(C)c4s3)CC2)cc1 | 5.5 | 0.9
Cc1ccc(-c2nnc(SCC(=O)Nc3nccs3)n2N)cc1 | -10.8 | x
O=C(O)C1CCCN1C(=O)OCc1ccccc1 (centres undefined) | -11.7 | 2.3
Cc1ccc(S(=O)(=O)n2nc(OC(=O)C3CCCCC3)cc2N)cc1 | -12.8 | -9.7
Cc1ccc(Cn2c(C(C)Nc3nc(-c4ccc(F)cc4)cs3)nc3cc(C(F)(F)F)ccc32)cc1 (centres undefined) | 14.4 | x
CCCc1cc(C(=O)NC2CCCC2)no1 | -11.8 | -3.7
CCOC(=O)CCc1c(C)nc2c(c(C)nn2C(C)(C)C)c1C | 2.4 | 2.7
O=C(OCn1nnc2ccccc2c1=O)c1cccnc1 | -11.9 | -4.4
Cc1ccc2nc(NC(=O)C(NS(=O)(=O)c3cccc4nsnc34)C(C)C)sc2c1 (centres undefined) | 8.3 | x
CCn1c(SCC(=O)O)nc2sc3c(c2c1=O)CCC3 | -3.8 | -1.6
Cc1c(NC(=O)C2(C)CCCCC2)c(=O)n(-c2ccccc2)n1C | -49.6 | -9.4

Full records, looked up by structure. Order of values: RmlCD inh mix	RT RNaseH block
`COc1ccc(N2CCN(C(=O)c3cc4c(-c5ccc(Cl)cc5)nn(C)c4s3)CC2)cc1` reads 5.5	0.9
`O=C(OCn1nnc2ccccc2c1=O)c1cccnc1` reads -11.9	-4.4
`Cc1ccc(S(=O)(=O)n2nc(OC(=O)C3CCCCC3)cc2N)cc1` reads -12.8	-9.7

Later entries.
SMILES | RmlCD inh mix | RT RNaseH block
COc1cc2c(cc1OC)[C@H](Cc1ccc(O)cc1)NCC2 | u | x
Nc1ccc(S(=O)(=O)N2CCCc3ccccc32)cc1 | 11.7 | -70.5
Cc1c(N2C(=O)CS/C2=N\N=C\c2ccc(Cl)cc2)c(=O)n(-c2ccccc2)n1C | 10.4 | x
O=C(NC(c1ccccc1)c1ccccc1)N1CCN(CCO)CC1 | -7.6 | -3.1
CC1CCC(C(C)C)C(OCC(O)CN2CCOCC2)C1 (centres undefined) | -59.9 | x
COC(=O)C1=C(C)OC(N)=C(C#N)C1c1cc(OC)ccc1OC (centres undefined) | 12.0 | -7.0
COC(=O)C1=C(C)Nc2ncnn2C1c1ccc(OCc2ccccc2)cc1 (centres undefined) | -38.0 | 1.6
COc1cc2c(C#N)c(N3CCN(C)CC3)nc(N)c2c(N)n1 | 16.7 | x
CCOC(=O)C1=C(N)n2c(s/c(=C\c3ccco3)c2=O)=C(C(=O)OCC)C1c1ccco1 (centres undefined) | 19.8 | 35.9
Cc1ccc2[nH]c3c(N4CCN(Cc5ccc6c(c5)OCO6)CC4)ncnc3c2c1 | x | -7.6
C/C=C\C=C/C(=O)Nc1cccc(C2=NOC3(C2)C[C@@H](C(N)=O)N(C(=O)COc2ccc(Cl)cc2)C3)c1 (some centres undefined) | -10.2 | x
Cc1nn(CC(=O)NCCCN2CCOCC2)c(C)c1[N+](=O)[O-] | 7.3 | x
CCN(CC)CCNC(=O)c1ccc(Cl)c(S(=O)(=O)N2CCCCCC2)c1 | -9.9 | x
Cc1cc(/C=N/n2cnnc2)c(C)n1-c1ccc(OCc2ccc(F)cc2)cc1 | -5.6 | -37.4
CCOC(=O)Cn1nc(-c2ccc(Cl)cc2)ccc1=O | 1.4 | 9.8
COC(=O)c1c(N=CN(C)C)c(C#N)c2n1CCCC2 | -14.2 | -6.2
COc1cc(OC)c(NC2c3ccccc3C(=O)N2c2cc(C)ccn2)cc1Cl (centres undefined) | 2.8 | -4.2
Cn1c(=O)n(Cc2ccccc2)c2ccccc21 | -6.4 | -84.8
Cc1cccc(NC(=S)NCC2CCCO2)c1 (centres undefined) | 136.2 | x
COc1ccc2c(c1)C(=O)N(c1ccccc1)C(=O)C2 | -13.8 | x
N#CC1=C(N)OC2=C(C(=O)CCC2)C1c1ccncc1 (centres undefined) | -10.8 | -1.2
CCc1nnc(NC(=O)C2Cc3ccccc3C(=O)O2)s1 (centres undefined) | -42.2 | 1.9
CCCn1c(SCC(=O)Nc2cccc(NC(C)=O)c2)nnc1C(C)C | 14.8 | -6.3
COc1cc(OC)c(-c2nn3c(-c4ccco4)nnc3s2)cc1OC | 10.2 | -17.8

Three records picked at random from those above, as already listed:
SMILES | RmlCD inh mix | RT RNaseH block
COc1cc(OC)c(NC2c3ccccc3C(=O)N2c2cc(C)ccn2)cc1Cl (centres undefined) | 2.8 | -4.2
COC(=O)c1c(N=CN(C)C)c(C#N)c2n1CCCC2 | -14.2 | -6.2
COc1ccc2c(c1)C(=O)N(c1ccccc1)C(=O)C2 | -13.8 | x
